proCasp7 act: activates human procaspase-7, counter-screen for procaspase-3 activators. recombinant procaspase-7, Ac-DEVD-pNA absorbance 405 nm; D23A/D198A/D206A triple mutant, cannot self-cleave; scale: DMSO 0, 5 µM enzyme 100. activation, % at 8.5 µM. 0.093% of 330,000 active. AID 463210;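 active means percent activation above the screen-wide mean plus 3 SD, cut at about 25% in these data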
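Test system: Procaspase-7 triple mutant (PC-7 D3A). Also added: Ac-DEVD-pNA substrate, 400 µM as added. Schedule: 1 h enzyme–compound preincubation and 2 h substrate reaction, both 25 °C. Signal: p-Nitroaniline absorbance at 405 nm, read at 0 and 120 min. Control set: low DMSO alone, high DMSO plus 5 µM PC-7.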
PP1 inh: counter-screen for PP5 inhibitors: inhibitors of human PP1-alpha. P62136. purified PP1alpha, OMFP fluorescence. inhibition, % at 6.7 µM. 0.9% of 320,000 active;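 active means inhibition above the mean inhibition of all tested compounds plus 3 SD, computed separately for each screening campaign, cut at about 15% in these data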
Target sequence (P62136 whole entry, looked up): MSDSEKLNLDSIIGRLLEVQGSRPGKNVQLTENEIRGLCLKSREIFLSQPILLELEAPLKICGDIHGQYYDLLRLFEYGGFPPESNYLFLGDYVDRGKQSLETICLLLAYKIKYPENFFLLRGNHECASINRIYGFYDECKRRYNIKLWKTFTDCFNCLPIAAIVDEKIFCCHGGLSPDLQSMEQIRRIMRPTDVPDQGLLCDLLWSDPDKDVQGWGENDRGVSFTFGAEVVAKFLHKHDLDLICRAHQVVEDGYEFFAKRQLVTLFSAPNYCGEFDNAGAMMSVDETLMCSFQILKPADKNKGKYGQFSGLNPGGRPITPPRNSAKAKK
GASC-1 inh: inhibitors of human GASC-1 (JMJD2C) demethylase | 0.069% of 330,000 active | inhibition, % at 2.35 µM | Q9H3R0 | GST-JMJD2C(1-420) H3K9me3 demethylation, DELFIA europium | AID 2099;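 active means more than half of a compound's replicate wells show inhibition beyond 50%, single wells judged on their own value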;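 further: signal counts dimethyl H3K9 product captured on neutravidin plate; 0% = median of DMSO wells and 100% = 0.3 times that DMSO median; strong numbers were not always called active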
PP5 primary: inhibitors of human protein phosphatase 5 (PP5); P53041; purified PP5c, OMFP substrate fluorescence; inhibition, % at 6.7 µM; 0.18% of 320,000 active; AID 1987;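 active means inhibition above the campaign's mean inhibition across all tested compounds plus 3 SD, cut at about 9.5% in these data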;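 further: 0% = DMSO only and 100% = 100 µM cantharidin control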
procasp3 activ: procaspase-3 (human) activation; P42574; recombinant procaspase-3 D3A, Ac-DEVD-pNA absorbance 405 nm; activation, % at 8.5 µM; 0.11% of 330,000 active; AID 463141;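 active means activation above the mean of all tested compounds plus 3 SD, cut at about 21% in these data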;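 further: 0% = DMSO alone and 100% = DMSO wells spiked with extra 5 µM PC-3 D3A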
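Assay system – Procaspase-3 D3A mutant · Benchmarks – DMSO low control, extra-enzyme high control · Technique – 405 nm absorbance of p-nitroaniline, reads at 0 and 120 min · Doses – 8.5 µM nominal · Measure – % activation between DMSO and enzyme-spiked controls · Also added – Ac-DEVD-pNA chromogenic peptide substrate · Schedule – 1 h compound preincubation, 2 h substrate hydrolysis at 25 °C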
Fh CTSL1 inh: counter-screen for PFM18AAP inhibitors: inhibitors of F. hepatica cathepsin L1. recombinant F. hepatica cathepsin L1, Z-Leu-Arg-MCA fluorescence. inhibition, % at 5.96 µM. 0.49% of 300,000 active. AID 1906;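 active means inhibition above the mean of all tested compounds plus 3 SD, set per screening campaign, cut at about 17% in these data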;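 further: 0% = plate median of test compound wells and 100% = 1 µM Z-Phe-Ala-diazomethylketone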
core dimer inh: HCV core protein dimerization inhibition; TR-FRET GST/Flag-core106 dimerization, 1536-well; inhibition, % at 5 µM; 0.33% of 300,000 active; AID 1899;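 active means inhibition above the mean of all tested compounds plus 3 SD, set per screening campaign, cut at about 45% in these data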
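System – GST-tagged and Flag-tagged HCV core protein residues 1-106 · Repeats – one well for each compound · Technique – TR-FRET 671 and 617 nm emission · Doses – one concentration, 5 µM, in 0.5% DMSO · Times – 4 h, 22.5 °C incubation · Also added – Eu donor and XL665 acceptor anti-tag antibodies · Measure – percent inhibition of core106 dimerization signal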
GRK2 aptamer HTS: blocks RNA aptamer binding to human GRK2; P25098; bead flow cytometry, FAM-aptamer displacement from GRK2; inhibition of aptamer binding, % at 10 µM; 0.59% of 330,000 active; AID 488847;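 active means inhibition of aptamer binding above 40%, roughly 3 SD of noise, on plates passing a quality check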;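 further: median bead fluorescence of bound FAM aptamer so fluorescent compounds give negative values; no value below 0 was filed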
Target sequence (P25098 whole entry, looked up): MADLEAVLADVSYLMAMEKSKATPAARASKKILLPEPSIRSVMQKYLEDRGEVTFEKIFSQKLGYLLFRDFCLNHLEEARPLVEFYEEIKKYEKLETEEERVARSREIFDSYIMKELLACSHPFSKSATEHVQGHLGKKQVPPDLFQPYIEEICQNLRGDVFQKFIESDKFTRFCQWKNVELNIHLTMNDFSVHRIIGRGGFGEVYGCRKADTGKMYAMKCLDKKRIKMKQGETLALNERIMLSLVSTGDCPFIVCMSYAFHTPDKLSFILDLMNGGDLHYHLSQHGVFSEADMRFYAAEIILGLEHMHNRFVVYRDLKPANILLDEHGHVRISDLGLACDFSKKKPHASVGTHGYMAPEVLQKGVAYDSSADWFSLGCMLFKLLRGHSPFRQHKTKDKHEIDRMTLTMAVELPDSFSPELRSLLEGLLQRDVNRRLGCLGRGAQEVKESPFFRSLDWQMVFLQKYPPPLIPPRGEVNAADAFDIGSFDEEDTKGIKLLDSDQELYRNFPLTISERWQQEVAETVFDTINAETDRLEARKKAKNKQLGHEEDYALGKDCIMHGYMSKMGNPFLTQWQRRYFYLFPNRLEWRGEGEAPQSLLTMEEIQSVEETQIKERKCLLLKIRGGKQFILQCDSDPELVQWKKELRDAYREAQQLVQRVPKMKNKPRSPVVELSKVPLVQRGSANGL
VLA-4 inh: inhibition in a human VLA-4 binding assay. P13612. inhibition, % (about 7 µM as worked out from the volumes in the protocol). 0.2% of 330,000 active. AID 2557. VLA-4 expressing cells, ligand binding flow cytometry; in the data active means inhibition above about 50%
The depositor's hits bear a star; · = not tested or not shown.

canonical_smiles	proCasp7 act	PP1 inh	GASC-1 inh	PP5 primary	procasp3 activ	Fh CTSL1 inh	core dimer inh	GRK2 aptamer HTS	VLA-4 inh
CCOC(=O)C1=C(c2ccccc2)Nc2ncnn2C1c1ccccn1 (stereo not given)	1	-3	-21	-1.6	3	-6	-3	1	-1
CC1(c2ccccc2)O[C@@H]2C[C@H]3[C@@H]4CCC5=CC(=O)C=C[C@]5(C)[C@@]4(F)[C@@H](O)C[C@]3(C)[C@]2(C(=O)CO)O1 (stereo not given in full)	9	4	4	-0.4	6	-1	-2	3	-13
Cc1ccc(NC(=O)C2CCC(=O)N2)cc1C (stereo not given)	7	-2	2	1.5	2	6	0	0	1
CCOc1cc(/C=C/C(=O)O)ccc1OCc1ccccc1	1	-4	-4	-3.3	0	6	4	1	7
CCOC(=O)c1nc(N2CCN(C(=O)OCC)CC2)c2c3c(sc2n1)CCCC3	-14	2	4	4.3	-2	4	1	0	-20
Cc1nc(N2CCOCC2)c2c(C)c(C(=O)Nc3ccccc3C(F)(F)F)sc2n1	-11	0	-3	0.5	-1	5	10	4	6
O=C1OC(C(=O)NCc2ccccc2)Cc2ccccc21 (stereo not given)	1	-3	3	0.9	10	4	1	2	12
Cc1ccc(S(=O)(=O)N2CCOC2CNC(=O)C(=O)NCc2cccnc2)cc1 (stereo not given)	8	-2	5	-1.2	1	-1	-2	0	6
O=C1C2CC=C(Cl)CC2C(=O)N1CCN1CCOCC1 (stereo not given)	2	-4	-13	1.4	-2	-5	-7	0	-1
Cc1cc2nc(CCN3CCOCC3)n(S(=O)(=O)c3ccc(C(C)(C)C)cc3)c2cc1C	-2	1	12	2.5	5	0	0	4	-8
Cc1c(C(=O)OC(C)C)sc(NC(=O)C2CCCO2)c1C(=O)OC(C)C (stereo not given)	-4	-2	3	0.3	-2	5	4	0	12
CCc1nnc(NS(=O)(=O)c2ccc(Nc3ccc([N+](=O)[O-])c4nonc34)cc2)s1	3	3	-1	2.2	7	1	-9	0	18
CC(NC(=O)/C(C#N)=C/c1ccc(OCC(=O)O)cc1)c1ccccc1 (stereo not given)	-7	-3	2	0.3	-11	-11	5	1	-2
CCOc1ccccc1N1CCN(C(=O)NCc2ccc(C)cc2)CC1	3	2	4	0.9	-5	-6	-5	3	-2
COc1ccc(OC)c(S(=O)(=O)NCc2ccccc2)c1	10	-4	-3	-2.2	2	0	7	3	11
Cc1cccc(N=C2NC(=O)C(CO)(CO)S2)c1	6	-2	-1	0.2	-5	3	-2	1	15
COc1ccc(-c2ccnc(-c3ccncc3)n2)cc1	-9	-1	-14	0.6	1	2	6	3	6
COC(=O)COc1ccc(S(=O)(=O)NCCC2=CCCCC2)cc1C	-1	1	-1	4.2	2	4	-4	0	-8
O=C1c2nc3cc(-c4ccco4)[nH]n3c(=O)c2CN1C1CCCCC1	1	-5	3	0.6	3	3	2	11	23
Cc1ccc(Sc2c([N+](=O)[O-])ncn2C)cc1	9	0	7	0.0	-4	1	0	0	10
CC(C)C(C)NC(=O)CN1C(=O)NC(c2ccccc2)(c2ccccc2)C1=O (stereo not given)	-5	1	5	3.6	-3	-5	-13	4	-9
COc1cccc(CN(C)C(=O)c2cc(S(=O)(=O)NCc3ccccc3)ccc2C)c1OC	2	4	7	-0.4	-1	3	4	0	-2
O=C(Nc1ccccc1C(F)(F)F)c1cccnc1	5	1	4	1.1	1	2	0	1	14
CC(NC(=O)CSCc1ccccc1Br)c1ccccc1 (stereo not given)	-8	0	3	-0.6	-4	1	5	6	-3
COc1ccc(N2CCN(S(=O)(=O)c3c(C)nc4sccn4c3=O)CC2)cc1	0	5	-12	0.9	3	2	-1	0	-8
CCN(CC)CCNC(=O)C(C)c1nn(C)c(=O)c2ccccc12 (stereo not given)	1	1	-6	0.9	-1	0	-1	0	4
O=C(/C=C/Nc1ccc(F)c(Cl)c1)c1ccccc1	6	5	-2	3.2	4	0	-7	3	7
COc1ccc(CSc2nc(O)cc(=O)n2CC(C)C)cc1F	0	11	-7	0.4	11	-2	5	1	0
COc1cc2cnc(-c3ccccc3)c(-c3ccc(C#N)cc3)c2cc1OC	12	-4	6	1.2	4	·	·	2	9
Cc1ccc(NC2Sc3ccccc3NC2=O)cc1 (stereo not given)	0	-3	4	-2.2	-4	0	0	2	-1

Record cards (already shown).
Cc1ccc(S(=O)(=O)N2CCOC2CNC(=O)C(=O)NCc2cccnc2)cc1 (stereo not given) reads proCasp7 act = 8; PP1 inh = -2; GASC-1 inh = 5; PP5 primary = -1.2; procasp3 activ = 1; Fh CTSL1 inh = -1; core dimer inh = -2; GRK2 aptamer HTS = 0; VLA-4 inh = 6
Cc1nc(N2CCOCC2)c2c(C)c(C(=O)Nc3ccccc3C(F)(F)F)sc2n1 reads proCasp7 act = -11; PP1 inh = 0; GASC-1 inh = -3; PP5 primary = 0.5; procasp3 activ = -1; Fh CTSL1 inh = 5; core dimer inh = 10; GRK2 aptamer HTS = 4; VLA-4 inh = 6

The list continues.
canonical_smiles	proCasp7 act	PP1 inh	GASC-1 inh	PP5 primary	procasp3 activ	Fh CTSL1 inh	core dimer inh	GRK2 aptamer HTS	VLA-4 inh
Cc1ccccc1CN1CCCC(C(=O)Nc2ccc(-c3ccn[nH]3)cc2)C1 (stereo not given)	-3	2	-18	0.6	5	-1	-5	0	9
CCN(CC)Cc1oc(-c2ccccc2)cc1C(=O)O	-9	-1	4	-0.8	-6	-4	0	0	-5
COC(=O)[C@]1(C)N[C@H](CN(C)S(=O)(=O)c2ccc(-c3ccccc3)cc2)[C@@H]2C(=O)N(Cc3ccccc3)C(=O)[C@@H]21	15	·	·	·	5	·	·	0	-8
O=C(Nc1cccnc1)c1cccc(S(=O)(=O)N2CCCCC2)c1	-3	-1	5	1.1	6	-5	2	1	4
COc1ccc(C(=O)C[n+]2cc(Br)cc3ccccc32)cc1[N+](=O)[O-]	-10	7	13	1.0	7	-7	14	4	-75
NC(=O)[C@@H]1CCCN1Cc1c(C(=O)N2CCc3ccccc3C2)nc2ccc(Cl)cn12	5	1	1	1.0	12	1	1	2	2
COc1ccc(-c2cc(C(=O)Nc3ccc(S(N)(=O)=O)cc3)c3ccccc3n2)cc1OC	-22	-2	-4	0.1	-16	0	-2	0	2
COc1ccccc1N/C=C(\C#N)c1nc2ccccc2[nH]1	-1	-1	-16	1.2	-2	3	-6	1	-18
COC(=O)Cc1c(C)c2cc(Cl)c(OC(=O)c3ccco3)cc2oc1=O	-5	-1	8	2.6	-23	1	-3	0	4
C=COCCNC(=S)Nc1cccc(Cl)c1	2	2	-15	4.1	1	-2	6	0	-2
CC1CCN(S(=O)(=O)c2cnc[nH]2)CC1	-7	-1	-13	-0.8	7	2	-11	0	-2
O=C(CCNC(=O)c1ccccc1Cl)OCC(=O)c1ccccc1	-4	-5	-14	1.2	2	-23	-5	0	-4
CCOC(=O)C1=C(c2ccccc2)OC(N)=C(C#N)C1c1cccs1 (stereo not given)	7	-2	-2	4.3	6	-1	4	0	2
O=C(COc1cccc2ccccc12)Nc1ccc(Cl)cc1C(=O)O	4	8	3	1.1	0	-1	13	6	-2
CCOC(=O)c1sc(=S)n(-c2ccccc2)c1SC	4	4	-3	0.5	-5	0	-2	0	3
CN(CC1CCCO1)S(=O)(=O)c1ccc(C(=O)Nc2ccc([N+](=O)[O-])cc2)cc1 (stereo not given)	0	-1	-20	5.2	7	3	-5	0	-14
CC(C)CNc1nc(=S)nc(N(C)C)[nH]1	-16	-3	10	2.1	-5	5	-3	3	4
CCOC(=O)C1CCN(Cc2nc(-c3ccc(OC)c(OC)c3)no2)CC1	2	-1	1	3.3	-5	1	2	0	11
CCc1noc(C)c1C(=O)NNC(=O)COc1ccc(Br)cc1	6	-5	-18	1.7	-5	-5	-1	1	-6
CC(C)CNC(=S)N1CCC(NC(=O)C23CC4CC(CC(C4)C2)C3)CC1	7	-2	14	-0.7	6	-4	7	0	9
CCOC(=O)c1sc(=S)n(C)c1NC(=O)c1ccccc1C	-7	1	2	-1.3	-14	4	-2	0	-5
Cc1cc([N+](=O)[O-])ccc1NC(=O)CSc1nncn1-c1cccnc1	4	1	-28	0.9	-6	-3	-10	0	-2
CCOc1ccc(NC(=O)Nc2nnc(CC(=O)NCc3ccccc3)s2)cc1	-4	9	3	-0.6	5	0	14	0	2
COc1ccc(-n2c(=O)c3ccccc3n(CC(=O)NC3CCCCC3)c2=O)cc1OC	5	-5	-4	0.5	-10	3	-2	0	-4
COC(=O)C1CCC(C)(C(=O)Nc2ccccc2)C1(C)C (stereo not given)	-9	1	-6	1.5	7	-2	-4	1	48
COc1cc(C(=O)Nc2nnc(C(C)(C)C)s2)c([N+](=O)[O-])cc1OC	-7	-5	-3	-2.8	-1	3	-6	0	2
O=C(CNS(=O)(=O)c1ccc2ccccc2c1)OCc1nnc(-c2ccccc2)o1	5	-3	-11	-0.7	-2	-41	4	0	15
O=S(=O)(N/N=C\C=C\c1ccccc1)c1ccccc1	-1	-1	4	0.7	-6	1	-11	2	-12
Cc1ccccc1Cn1c(=O)c2c(nc3n2CCCN3Cc2ccccc2)n(C)c1=O	0	6	-8	4.4	5	0	4	0	8
COC(=O)[C@]1(C)N[C@H](CN(C)S(=O)(=O)c2ccc(F)cc2)[C@@H]2C(=O)N(C)C(=O)[C@@H]21	4	·	35	·	1	·	·	8	-5
CCN(CC)CCOC(=O)c1c(C)n(C)c2ccc(OC)cc12	14	-5	-2	0.3	-4	-1	-2	2	-17
COc1ccc(C(=O)N/N=C/c2ccc(OC(=O)c3cccc4ccccc34)c([N+](=O)[O-])c2)cc1	-1	8	-15	3.7	-10	3	14	0	-6
Cc1ccc2nc(SCC(=O)Nc3ccc4c(c3)OCCO4)nc(=O)n2c1	10	-3	0	-0.1	-7	-1	-3	3	37
Cc1ccccc1CNC(=O)CCCn1ncn2c(cc3occc32)c1=O	2	-2	4	-1.1	-3	1	-7	2	-6
Cc1cc(C)n2nc(C(=O)OCC(=O)N(C)C3CCCCC3)nc2n1	2	-4	1	-1.8	-2	0	2	1	12
CSc1nc(Oc2ccc3ccccc3c2)c2sccc2n1	14	7	-1	0.1	8	-3	2	0	-1
CC(C)c1c(C(=O)N/N=C/c2ccc3c(c2)OCO3)nnn1-c1nonc1N	1	-3	2	1.4	6	1	-5	0	21
Cc1nc2scc(-c3cccs3)c2c(=O)n1CC(=O)O	13	5	10	-2.4	1	0	-10	3	4
CC(=O)Nc1ccc(Sc2ccccc2C(=O)Nc2ccc(F)cc2)cn1	-1	-3	-2	1.6	3	-2	-2	0	-6
Cc1cc(C(=O)OCC(=O)N2CCC(c3ccccc3)=N2)ccc1[N+](=O)[O-]	1	2	-4	-0.7	3	0	4	2	-11

Screening data deposited in PubChem by several laboratories.
